High-throughput results deposited in PubChem by Broad Institute.
ARNT-TACC3 inh: disruptors of human ARNT/TACC3 interaction | Q9Y6A5 | AlphaScreen His-ARNT PAS-B/GST-TACC3 binding, luminescence; TACC3 fragment carries E629A point mutation | inhibition, % at 9.99 µM | hit rate 0.66% among 390,000;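 active = mean inhibition of replicates at least 50% and at least half of replicates each reaching 50%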;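 note: 0% = complete ARNT plus TACC3 wells and 100% = ARNT alone without TACC3; many hits fall short of the cut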
Starred values were filed as active, the others as inactive.

SMILES	ARNT-TACC3 inh
Cc1ccc(-n2nnc3c(SCC(=O)NCC4CCCO4)ncnc32)cc1 (stereo not drawn)	7
CCc1c(C(=O)N2CCOCC2)csc1C	1
CC(=O)c1cc(NC(=O)c2cccc(C(F)(F)F)c2)c(=O)oc1/C=C/N(C)C	1
CCOC(=O)[C@@H]1[C@H]2COc3cc(OC)ccc3[C@H]2N2C(=O)N(c3cccc(Cl)c3)C(=O)[C@@]12C	-8
CSc1nc2sc3c(c2c(=O)[nH]1)CCCC3	-4
O=C(/C=C/c1ccccc1)c1cc(Br)ccc(=O)c1O	24
COc1ccc(NC(=O)/C(Cl)=C(/Cl)S(=O)Cc2ccccc2)cn1 (stereo not drawn)	-11
O=C(CN1CCN(c2ncccn2)CC1)NCc1ccccc1	-4
CCCCn1c(/N=C/c2cc(OC)ccc2O)nc2ccccc21	2
O=C(Nn1c(-c2ccccc2)nc2ccccc2c1=O)c1ccco1	-48
CCCCC(=O)N1CCCC(c2nc3c(nnn3Cc3cc(C)ccc3C)c(=O)[nH]2)C1 (stereo not drawn)	-3
Cc1nn(Cc2ccc(Cl)cc2)c(C)c1NC(=O)Cn1nc([N+](=O)[O-])c(Cl)c1C	-2
COCCNC(=O)c1ccccc1NC(=O)c1ccccc1N(C)S(=O)(=O)c1ccccc1	-3
Cc1ccnc(NC(=O)COc2ccc3oc4c(c3c2)CCCC4)c1	-10
COc1ccccc1NC(=O)CSc1nnc(Cc2cc(=O)[nH]c(=O)[nH]2)n1-c1ccccc1	-8
CCOC(=O)[C@H]1[C@H]2COc3cc(OC)ccc3[C@@H]2N2C(=O)N(c3ccc(Br)cc3)C(=O)[C@@]12C	-1
CCc1ccc2[nH]c(=O)c(CN(CCO)C(=O)NCc3ccccc3)cc2c1	-8
O=c1c(Sc2ccccc2)c(C(F)(F)F)[nH]n1-c1ccccc1	-5
Cc1ccc(/C=C/c2ccc(=O)n(Cc3ccc(Cl)cc3Cl)n2)cc1	-2
CCOC(=O)/C(C#N)=C1/CCCCCN1C	-6
CN(C)c1nc2c(c(=O)[nH]c(=O)n2C)n1Cc1ccccc1Br	-4
CC/C(O)=N\S(=O)(=O)c1ccc(N=NN(C)C)cc1	4
Cc1ccc(C2c3c(oc4ccccc4c3=O)C(=O)N2CCCN2CCOCC2)o1 (stereo not drawn)	-12
Cc1cccnc1Nc1nc(-c2ccccn2)cs1	69*
O=C(c1cccc(S(=O)(=O)N2CCOCC2)c1)N1CCCCCC1	-9
CCOC(=O)c1cccc(NC(=O)CSc2nnc(-c3cccnc3)n2C)c1	1
O=S(=O)(c1cccs1)n1cnc2ccccc21	-4
O=C(NCc1ccccc1)c1ccc(C2SCC(=O)N2Cc2ccccc2)cc1 (stereo not drawn)	-17
O=C(OCc1c(Cl)cccc1Cl)c1ccccn1	-1
CCOc1ccc(-c2nn3c(-c4ccccc4)nnc3s2)cc1	-2
COCCN1CCc2c(C)nc3c(-c4ccc(OC)c(OC)c4)cnn3c21	-9
O=C(Nc1ccccc1Cl)C1CCN(Cc2cnn(-c3ccccc3)c2-n2cccc2)CC1	3
CN1C(=O)C(=C2CCCCCC2)SC1=S	5
CC(=O)Nc1ccc(C(=O)OCC(=O)NC(=O)NC(C)(C)C)cc1	-1
CCOC(=O)CC(=O)Nc1ccc(C(=O)OCC)cc1	0
Cn1nc(-c2ccc(N3CCOCC3)c(NS(=O)(=O)c3ccc(Cl)cc3)c2)c2ccccc2c1=O	-2
Cc1ccccc1NS(=O)(=O)c1cc(S(C)(=O)=O)ccc1Cl	2
Cc1ccccc1C(=O)Nc1ccccc1	-1
Cc1cc(C(C)(C)C)oc1C(=O)NCCCNC(=O)c1oc(C(C)(C)C)cc1C	-10
Cc1ccc(N2C(=O)C3C4C=CC(C4)C3C2=O)cc1 (stereo not drawn)	-5
COC(=O)C(NC(=O)Nc1ccccc1OC)C(C)C (stereo not drawn)	-5
CC(=O)c1c(C)oc2ccc(N(C(C)=O)S(=O)(=O)c3ccc(Cl)c([N+](=O)[O-])c3)cc12	-3
Cc1ccc(C)c(NS(=O)(=O)c2cc(C(N)=O)ccc2C)c1	-6
CCN1CCCC1CNC(=O)c1ccc(CS(=O)(=O)c2ccccc2C)o1 (stereo not drawn)	-3
Cc1ccc(C)c(C(=O)c2c(C)nc3sccn23)c1	-5

Copied from above, 18 compounds:
SMILES	ARNT-TACC3 inh
O=C(NCc1ccccc1)c1ccc(C2SCC(=O)N2Cc2ccccc2)cc1 (stereo not drawn)	-17
O=C(OCc1c(Cl)cccc1Cl)c1ccccn1	-1
CCOc1ccc(-c2nn3c(-c4ccccc4)nnc3s2)cc1	-2
COCCN1CCc2c(C)nc3c(-c4ccc(OC)c(OC)c4)cnn3c21	-9
O=C(Nc1ccccc1Cl)C1CCN(Cc2cnn(-c3ccccc3)c2-n2cccc2)CC1	3
CN1C(=O)C(=C2CCCCCC2)SC1=S	5
CC(=O)Nc1ccc(C(=O)OCC(=O)NC(=O)NC(C)(C)C)cc1	-1
CCOC(=O)CC(=O)Nc1ccc(C(=O)OCC)cc1	0
Cn1nc(-c2ccc(N3CCOCC3)c(NS(=O)(=O)c3ccc(Cl)cc3)c2)c2ccccc2c1=O	-2
Cc1ccccc1NS(=O)(=O)c1cc(S(C)(=O)=O)ccc1Cl	2
Cc1ccccc1C(=O)Nc1ccccc1	-1
Cc1cc(C(C)(C)C)oc1C(=O)NCCCNC(=O)c1oc(C(C)(C)C)cc1C	-10
Cc1ccc(N2C(=O)C3C4C=CC(C4)C3C2=O)cc1 (stereo not drawn)	-5
COC(=O)C(NC(=O)Nc1ccccc1OC)C(C)C (stereo not drawn)	-5
CC(=O)c1c(C)oc2ccc(N(C(C)=O)S(=O)(=O)c3ccc(Cl)c([N+](=O)[O-])c3)cc12	-3
Cc1ccc(C)c(NS(=O)(=O)c2cc(C(N)=O)ccc2C)c1	-6
CCN1CCCC1CNC(=O)c1ccc(CS(=O)(=O)c2ccccc2C)o1 (stereo not drawn)	-3
Cc1ccc(C)c(C(=O)c2c(C)nc3sccn23)c1	-5

(more compounds)
SMILES	ARNT-TACC3 inh
CCCn1c(=NC(=O)c2ccncc2)c(C#N)cc2c(=O)n3cccc(C)c3nc21	3
Cn1nnc2cc(C(=O)NCc3ccco3)ccc21	2
CCOC(=O)c1ccc(NC(=O)c2cn(-c3ccccc3)nc2-c2ccncc2)cc1	-1
Cc1cccc(N2CCN(CC(=O)Nc3ccc(-n4cnnn4)cc3)CC2)c1C	0
Cc1ccc2cc(C(c3nnnn3C3CCCC3)N3CCN(c4ccccc4)CC3)c(=O)[nH]c2c1 (stereo not drawn)	0
Cc1cc(C)n(-c2nc(NCCCO)c3c4c(sc3n2)CCCC4)n1	15
CN1C(=S)SC(N(O)C=C2C=CC(=O)C=C2)C1(C)C (stereo not drawn)	-6
COC(=O)c1ccc(NC(=O)COc2ccccc2OC)cc1	2
O=C1CCCc2ccccc2N1Cc1ccccc1Cl	-1
COc1ccccc1NC(=O)CC1C(=O)Nc2c1c(=O)n(C)c(=O)n2C (stereo not drawn)	-7
COc1ccc(N(CC(=O)NCc2cccs2)S(=O)(=O)c2c(C)n[nH]c2C)cc1	24
Cc1ccc(S(=O)(=O)NCC(C)NS(=O)(=O)c2ccc(C)cc2)cc1 (stereo not drawn)	1
CCOC(=O)C1CCN(C(=O)Cc2ccc(OC)c(OC)c2)CC1	-9
Cc1c(C(=O)NCc2cccs2)oc2ccc(S(=O)(=O)N3CCOCC3)cc12	6
COC(=O)c1cn(CCOc2ccccc2)c2ccccc12	-6
COC(=O)c1cc(NC(=O)C2COc3ccccc3O2)ccc1Cl (stereo not drawn)	-4
COC(=O)Nc1nnc(-c2ccccc2Cl)s1	-3
Cc1ccc(OCCCN2CCCC2)c(C)c1	8
OCCNC1=NCCN1	-1
CCn1ncc(/C=N/N=C2\CCC3C4CCc5cc(O)ccc5C4CCC23C)c1C (stereo not drawn)	5
CN(Cc1ccccc1)Cc1nc2c(c(=O)n(C)c(=O)n2C)n1Cc1ccc(F)cc1	2
CCOC(=O)Cc1c(C)nc2c(-c3ccccc3)c[nH]n2c1=O	4
O=C(c1cc(-c2ccco2)on1)N1CCOCC1	-7
Cc1ccc(-n2nc3c(c2NC(=O)C(C)C)CS(=O)(=O)C3)cc1	0
CCOC(=O)Cc1c(C)nc2c(-c3ccc(OC)cc3)c(C)nn2c1C	4
CCn1c(SCC(=O)N2CCCc3ccccc32)nnc1-c1ccco1	-6
CN(C)S(=O)(=O)c1cccc(-c2cn3cc(Cl)ccc3n2)c1	-15
c1cn2cc(CN3CCOCC3)nc2s1	6
CC(=O)Oc1cc(OC(C)=O)c2c(C)cc(=O)oc2c1	-2
N#CCC(=N)N1CCN(c2ccc(Cl)cc2)CC1	-2
O=C(N/C(=C/c1ccc(Br)cc1)c1nc2ccccc2[nH]1)c1ccco1	0
Cc1ccc(CNC(=O)C2(NC(=O)Nc3ccc(C)cc3)CCCCC2)cc1	4
CCCc1[nH]nc2c1C(c1ccc(OC(=O)N3CCOCC3)c(OC)c1)C(C#N)=C(N)O2 (stereo not drawn)	-1
CCCN(CCC)C(=O)CSc1nc2ccsc2c(=O)n1NC(=O)c1ccccc1	16
Cc1nc2ccccn2c1P(=O)(N1CCCCC1)N1CCCCC1	0
CCCc1cc(=O)oc2cc(OCC(=O)Nc3ccc4c(c3)OCCO4)ccc12	-1
CCC(C)NC(=O)COc1ccc(S(=O)(=O)N2CCOCC2)cc1 (stereo not drawn)	-5
O=C(N/N=C/c1c[nH]c2ccc(Br)cc12)c1ccn(Cc2ccc(Cl)cc2Cl)n1	1
COc1cc(C2SCC(=O)N2CCCN(C)C)cc(OC)c1OC (stereo not drawn)	-3
Cc1ccccc1N1CCN(Cc2cccc(C(=O)O)c2)CC1	-7
COc1ccc(Oc2nc3c(c(=O)n(C)c(=O)n3C)n2Cc2cccc(OC)c2)cc1	-1
COc1cccc(-c2cc(C(=O)NCc3ccc(Cl)cc3)no2)c1	-21
CN(C#N)c1nc(N2CCOCC2)nc(N2CCOCC2)n1	0
CC(=O)NC1=NN(C(C)=O)C(C)(CS(=O)(=O)c2ccc(Cl)cc2)S1 (stereo not drawn)	-4
CSc1nc2ccccc2n1CC(=O)Nc1c(C)n(C)n(-c2ccccc2)c1=O	-32
CCCC(CCC)n1[nH]c(=O)c2c(C)cc(C)nc21	-4
CCN1C(N(C)CCc2c[nH]c3ccccc23)=N[C@@H](c2cccc(C(F)(F)F)c2)C(C(=O)OC)=C1C	11
CCCCCCCCC[n+]1cccc2c3ccccc3ccc21	-9
O=C(CCN1C(=O)COc2ccccc21)NCCN1CCN(c2cccc(Cl)c2)CC1	-1
Nc1n[nH]c2c1C1(CCCCC1)Cc1ccccc1-2	3
Cc1ccc(CNC(=O)[C@H](C)[C@H]2C[C@]2(C)[C@H](NC(=O)OCc2ccccc2)c2ccccc2)o1	5
Cc1oc(/N=C/c2ccc(Cl)cc2)c(C#N)c1C	-4
CC1(C)C2CCC13CS(=O)(=O)NC3C2 (stereo not drawn)	7
O=C1C=C(c2ccc(Cl)cc2)C(=O)N1Nc1ccccc1	10
C=CCN(CC=C)C(=O)C1CCC(C(=O)N(CC=C)CC=C)CC1 (stereo not drawn)	-6
O=C(CCC(=O)OCC(F)(F)C(F)F)NCc1ccccc1	-3
O=S(=O)(c1ccc(NC2CCCCC2)cc1)N1CCOCC1	35
CCCCNC(=O)N1CCN(C(c2ccccc2)c2ccccc2)CC1	-4
CCN(CC(=O)NC(C)C)C(=O)c1ccc(S(=O)(=O)N(C)c2ccccc2OC)cc1	-22
COc1ccc(Cl)cc1NC(=O)c1ccccc1C	-10
Next part
SMILES	ARNT-TACC3 inh
Cc1cc(C)c(S(=O)(=O)N2CCN(c3ccc([N+](=O)[O-])c(NCC4CCCO4)c3)CC2)c(C)c1 (stereo not drawn)	4
S=C(Nc1cccnc1)Nc1ccccn1	15
CC(C)n1c(=S)[nH]c2ccccc21	-2
CCOc1ccc(-c2cnc(SCC(N)=O)nc2N)cc1	-4
COc1cccc(C2c3c(-c4cc(Cl)c(C)cc4O)n[nH]c3C(=O)N2Cc2cccnc2)c1 (stereo not drawn)	-5
CCn1c(SCc2ccc(C(=O)OC)o2)nc2sc3c(c2c1=O)CCCC3	-9
Fc1cccc(CSc2nc3ncccc3[nH]2)c1	-7
CCCn1c(N)c(C(=O)CSc2nnc(C)n2Cc2ccccc2)c(=O)n(C)c1=O	4
Cc1c(-c2ccccc2)nc(N)c(C#N)c1-c1ccco1	-19
COC(=O)CNS(=O)(=O)c1ccc(C)cc1	-6
Nc1nc2ccc([N+](=O)[O-])c(N)c2s1	39
O=C(NCC1OCCc2ccccc21)C1COc2ccccc2O1 (stereo not drawn)	-9
COc1ccccc1NC(=O)c1ccc(Cl)c(S(=O)(=O)N2CCOCC2)c1	3
C=CCNC(=O)c1ccccc1S(=O)c1ccccc1C#N (stereo not drawn)	-4
COc1ccc(C(CNC(=O)c2cccc(Br)c2)N2CCCC2)cc1 (stereo not drawn)	1

Brought forward from above: two entries, then new ones.
SMILES	ARNT-TACC3 inh
C=CCNC(=O)c1ccccc1S(=O)c1ccccc1C#N (stereo not drawn)	-4
COc1ccc(C(CNC(=O)c2cccc(Br)c2)N2CCCC2)cc1 (stereo not drawn)	1
O=C1Nc2cc3c(cc2Sc2ccccc21)OCCO3	3
Cc1ccc2cc3c(NC(=O)c4ccco4)nn(C)c3nc2c1	-2
O=C(NCCc1c[nH]c2ccccc12)C(F)(F)F	5
O=C(NCC1CCCO1)C1CCN(C(=O)c2ccc(Cl)cc2)CC1 (stereo not drawn)	4
COCCCNc1nc(=S)[nH]c2cc(OC)c(OC)cc12	64*
CC(=O)Nc1ccc(NC(=O)CN2CCCC(C)C2)c(Cl)c1 (stereo not drawn)	1
O=C(CN1C(=O)COc2ccccc21)N1CCc2ccccc21	-7
Cc1ccc(N(C(C)C(=O)O)S(=O)(=O)c2c(C)n[nH]c2C)cc1 (stereo not drawn)	-1
COc1cccc2cc(C(=O)N3CCc4ccccc4C3)c(=O)oc12	-5
CCc1nc(N2CCCC2C(=O)O)c2oc3ccccc3c2n1 (stereo not drawn)	-4
N#CCCn1cc(/C=N/O)c(-c2ccc(-c3ccccc3)cc2)n1	-4
O=C(NCC(=O)N(CC1CCCO1)C1(C(=O)NC2CCCC2)CCCCC1)c1ccccc1 (stereo not drawn)	-4
c1ccc(C2=Nn3c(nnc3-c3n[nH]c4c3CCC4)SC2)cc1	-4
COC(=O)c1ccc(N2C(=O)CC(N3CCOCC3)C2=O)cc1 (stereo not drawn)	2
O=C(NC(=S)NNC(=O)c1cccs1)c1ccco1	-4

The list is partial; rates above refer to the full screens.
